ASAP1 GAP inh: inhibitors of human ASAP1 ArfGAP activity | Q9ULH1 | ASAP1-stimulated ARF1 GTP hydrolysis, GDP FP detection | inhibition, % at 16.5 µM | actives 0.19% (n = 360,000); in the data active = inhibition above about 25%;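 also: 0% = vehicle with enzyme and substrate and 100% = no enzyme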
Tn6 DDE FP: disrupts Tn6 cyclic peptide binding to fibrin D-Dimer-E complex; P02675; Fibrin DD(E) TRITC-Tn6 fluorescence polarization displacement; inhibition, % at 8.3 µM; actives 0.21% (n = 370,000); AID 720509;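 active = inhibition above a per-campaign cutoff: mean of compounds within control limits plus 3 SD, cut at about 15% in these data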;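 also: 0% = median of all compound wells on the plate and 100% = blocking peptide control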
Target sequence (P02675 whole entry, looked up): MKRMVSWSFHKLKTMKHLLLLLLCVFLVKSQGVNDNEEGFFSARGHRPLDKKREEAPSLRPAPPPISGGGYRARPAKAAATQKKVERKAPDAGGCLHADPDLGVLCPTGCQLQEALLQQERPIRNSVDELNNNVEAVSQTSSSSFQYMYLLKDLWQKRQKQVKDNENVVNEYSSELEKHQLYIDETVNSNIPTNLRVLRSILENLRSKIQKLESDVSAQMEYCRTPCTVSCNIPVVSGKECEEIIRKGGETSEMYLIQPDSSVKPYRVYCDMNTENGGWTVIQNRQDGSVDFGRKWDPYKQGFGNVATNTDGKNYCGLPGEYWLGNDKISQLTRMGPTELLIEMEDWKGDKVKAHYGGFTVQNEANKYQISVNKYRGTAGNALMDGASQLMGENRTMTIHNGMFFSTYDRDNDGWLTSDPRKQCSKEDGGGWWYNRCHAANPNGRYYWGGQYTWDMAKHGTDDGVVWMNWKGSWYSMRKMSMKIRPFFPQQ
TDP2 inh: TDP2 (human) inhibition, absorbance primary screen. O95551. recombinant TDP2, T5PNP hydrolysis, p-nitrophenol absorbance 415 nm. inhibition, % at 12.8 µM. actives 0.34% (n = 370,000). AID 720702;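 active = inhibition above the mean of all tested compounds plus 3 SD, set per campaign, cut at about 25% in these data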;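 also: 0% = DMSO with enzyme and 100% = buffer with substrate but no TDP2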
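Assay system: recombinant human TDP2 / Reagent: T5PNP substrate at 5 mM, a TopII-DNA adduct mimic / Measured by: epi absorbance from released p-nitrophenol / Evaluation: % inhibition relative to enzyme-containing and enzyme-free wells / Control set: enzyme-free and DMSO wells / Replicates: each compound tested once, singlicate / Schedule: enzyme reaction with compound for 2 h at 37 °C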
DDE Tn7 FP inh: disrupts Tn7 cyclic peptide binding to fibrin D-Dimer-E complex; P02675; inhibition, % at 8.3 µM; FP displacement of FITC-Tn7 peptide from fibrin DD(E); 0% = median of compound wells per plate; actives 0.13% (n = 370,000); AID 720508;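 active = inhibition above the mean of compounds falling within the control limits plus 3 SD of them, cut at about 14% in these data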;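 also: 0% = plate median of compound wells and 100% = 10 µM Aha-Tn7 peptide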
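Assay system: Fibrin-DD(E) protein isolated from polymerized human fibrin clots; read-out basis: percent inhibition; medium: Tris/NaCl/CaCl2 buffer, pH 7.8; signal: FP measurement; incubation: 10 min plus 3 h, room temperature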
ARFGAP1 inhibitor: rat ARFGAP1 inhibition; actives 0.26% (n = 360,000); inhibition, % at 16.5 µM; Arfgap1-stimulated ARF1 GTP hydrolysis, GDP FP detection; Q62848;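 active = inhibition above a per-plate limit, mean inhibition of low control wells plus 3 SD, cut at about 25% in these data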;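 also: 0% = DMSO wells with enzyme and 100% = wells lacking Arfgap1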
Target sequence (Q62848 1-136 limits assumed): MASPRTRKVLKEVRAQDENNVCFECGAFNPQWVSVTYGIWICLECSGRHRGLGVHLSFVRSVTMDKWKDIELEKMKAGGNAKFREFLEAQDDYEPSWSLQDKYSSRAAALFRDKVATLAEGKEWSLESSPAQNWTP
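Replicates: Single well per compound | Assay system: Truncated rat Arfgap1 GAP domain | Control set: No-Arfgap1 wells (100%) versus DMSO full-reaction wells (0%) | Times: Enzyme reaction 120 min at 25 °C after 20 min preincubation | Reagent: Human ARF1(Δ1-17)-GTP substrate | Measured by: Tracer-displacement fluorescence polarization with EDTA stop, 620/688 nm | Measure: Percent inhibition of Arfgap1-stimulated GTP hydrolysis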
ADAM17 inh: inhibits human ADAM17. recombinant ADAM17, EDANS/DABCYL FRET peptide cleavage. inhibition, % at 6.95 µM. actives 0.83% (n = 370,000). AID 720648;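 active = inhibition above the mean of compounds lying between control limits plus 3 SD, set per campaign, cut at about 8.5% in these data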;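 also: 0% = DMSO-only wells as the low control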
PLC-gamma1 inh: inhibitors of human phospholipase C gamma1; P19174; purified PLC-gamma1, fluorogenic substrate, fluorescence; inhibition, % at 12.2 µM; actives 0.84% (n = 370,000); AID 720700; in the data active = inhibition above about 9.5%
LEDGF integ inh: blocks HIV-1 LEDGF/p75-dependent DNA integration. inhibition, % at 3.7 µM. TR-FRET IN-LEDGF/p75 DNA integration, Eu/Cy5. AID 743269. actives 0.64% (n = 370,000);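 active = inhibition above the screen-wide mean plus 3 SD, cut at about 13% in these data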;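 also: signal is the Cy5 over europium emission ratio at 671 and 618 nm; 0% = plate median of compound wells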
ADAM10 inh: inhibitors of human ADAM10; O14672; recombinant ADAM10, EDANS/DABCYL FRET peptide cleavage, 3 h; inhibition, % at 7 µM; actives 0.62% (n = 370,000);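 active = inhibition above a per-campaign cutoff equal to the mean of compounds falling between control-based bounds plus 3 SD, cut at about 20% in these data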;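 also: 0% = DMSO wells while the 100% control is not disclosed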
KLK7 zymogen act: activators of human kallikrein-7 zymogen; activation, % at 7 µM; actives 0.9% (n = 370,000); AID 652039; purified proKLK7, EDANS-DABCYL substrate fluorescence; 100% is mature enzyme control, 0% vehicle; P49862;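 active = activation above the mean of all tested compounds plus 3 SD, computed per campaign excluding outliers beyond control limits, cut at about 13% in these data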
Target sequence (P49862 whole entry, looked up): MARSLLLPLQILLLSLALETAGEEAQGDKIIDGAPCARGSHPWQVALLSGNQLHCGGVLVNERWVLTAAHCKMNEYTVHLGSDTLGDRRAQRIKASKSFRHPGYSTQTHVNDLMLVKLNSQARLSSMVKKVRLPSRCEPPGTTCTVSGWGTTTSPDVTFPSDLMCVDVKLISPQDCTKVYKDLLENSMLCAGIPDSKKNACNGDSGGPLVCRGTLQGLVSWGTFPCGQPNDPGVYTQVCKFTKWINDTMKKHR
Numbers without * were called inactive; i = inactive; / = no result given.

SMILES	ASAP1 GAP inh	Tn6 DDE FP	TDP2 inh	DDE Tn7 FP inh	ARFGAP1 inhibitor	ADAM17 inh	PLC-gamma1 inh	LEDGF integ inh	ADAM10 inh	KLK7 zymogen act
Cc1nn(-c2ccccc2)c(C)c1NC(=O)COC(=O)c1ccc(O)cc1O	-14	2	-18	1	6	-5	3	-4	-14	-0.7
CCCC(=O)Nc1c(-c2cccc(OC)c2)c(=O)c2ccccc2n1C	12	5	-3	-2	-6	-14	-21	5	-36	1.3
Cc1cccc(NC(=O)c2cc[n+]([O-])cc2)c1C	2	1	6	-1	7	0	4	2	-3	-0.6
COc1ccc(-c2c[n+]3c4n2CCCCC4=C(c2ccc(Br)cc2)C3)cc1	10	-7	-25	-2	-2	-3	-115	8	3	-2.5
CC(=O)NCCn1ccc2ccccc21	27*	-5	0	-5	9	-4	-1	1	-13	0.9
Cc1ccc(Cn2ncc3c(NCCCN(C)C)ncnc32)cc1	6	5	5	-6	8	5	3	3	7	-0.1
COc1ccc2ccccc2c1/C=N/NC(=O)c1cccc(C)c1	9	3	-21	2	11	-9	-4	1	-13	-1.7
OC(c1ccc(Cl)cc1)c1nccc2ccccc12 (stereo unspecified)	-2	-1	-3	-11	3	3	1	6	-5	0.4
C[C@@H]1CN(C(=O)c2nc3ccc(Cl)cn3c2CNCC[C@@H]2C[C@@H]3C=C[C@H]2C3)C[C@H](C)O1	1	2	3	-8	2	-2	1	1	-8	-0.1
CCC(=O)N1CCN(c2ccc(NC(=O)c3cccs3)cc2)CC1	-1	-1	1	1	1	-5	-2	-3	-6	-0.3
C[C@@H](C(=O)NC1CCCC1)N1C(=O)N2CCc3c([nH]c4ccccc34)[C@@]2(C)C1=O	-3	-4	3	-6	-14	-2	2	-3	-11	0.0
C=CCN(CC=C)C(=O)c1ccc(OC2CCN(C(C)=O)CC2)c(OC)c1	7	5	8	-3	-3	-1	2	2	0	0.6
COc1cc(OC)c(NC(=O)c2sc3ncn(CC(=O)N4CCOCC4)c(=O)c3c2C)cc1Cl	1	4	-4	0	-18	3	-2	-1	2	0.2
O=C(Nc1ccccc1NC(=O)c1c(F)c(F)c(F)c(F)c1F)c1c(F)c(F)c(F)c(F)c1F	-18	7	-8	-4	12	-4	2	-3	-5	0.3
O=C(CSc1n[nH]c(=O)n1CCc1ccccc1)NC1CCCC1	-11	8	7	2	-10	-2	1	0	-1	-0.1
COc1ccc(OCCCC(=O)OCC(=O)Nc2sccc2C(N)=O)cc1	8	4	-6	-2	6	-1	-1	-1	0	0.0
O=C(NCC(c1cccs1)N1CCOCC1)c1cnc(Cl)c(Cl)c1 (stereo unspecified)	-14	8	10	-4	8	-4	4	-3	-7	-0.4
CCOC(=O)C1CCN(S(=O)(=O)c2ccc3c(c2)CCN3C(C)=O)CC1	-20	-2	-7	1	7	1	3	-6	-9	-0.2
O=C(CCOc1ccccc1)Nc1ccc([N+](=O)[O-])cc1	7	5	4	1	0	-5	1	1	2	-0.1
Cc1nc(NCc2ccco2)c2cn[nH]c2n1	-10	1	8	3	-8	-3	3	1	3	0.0
CC(=O)/C(N=Nc1c(C)n(C)n(-c2ccccc2)c1=O)=C(\C)O	9	7	-3	3	5	2	3	5	3	0.1
CC(=O)Nc1ccc(-c2nn[nH]n2)cc1	-5	5	-1	-6	6	-3	-1	-2	-8	0.0
COc1ccc(/C=C2/SC(=S)N(n3c(C)ccc3C)C2=O)cc1	-13	4	9	-3	6	-1	1	6	2	-0.5
CCOC(=O)c1ccc(NC2OC(=O)c3ccccc32)cc1 (stereo unspecified)	-4	6	6	2	15	1	5	20*	3	0.3
CCc1nnc(NC(=O)CCC(=O)N2CCN(c3cccc(Cl)c3)CC2)s1	-7	4	7	-6	-11	0	-3	-1	5	0.2
Cc1cc(NC(=O)NC2CC(=O)N(c3ccc4c(c3)OCCO4)C2)no1 (stereo unspecified)	5	6	2	3	7	-7	1	-1	0	-0.3
COCCNC(=O)C1(C)CCCN(CCC(=O)c2ccc(Br)cc2)C1 (stereo unspecified)	-6	5	5	4	-4	-6	0	-3	-10	-0.7
Cc1ccc(C(CCNC(C)c2cccs2)c2ccco2)cc1 (stereo unspecified)	6	4	5	0	7	1	2	-1	3	0.0
OCCC1CN(Cc2cccc(-c3ccco3)c2)CCN1Cc1ccsc1 (stereo unspecified)	-13	-9	1	4	17	1	5	5	3	0.8
COc1ccc2nc(SCC(=O)c3c(N)n(C4CC4)c(=O)[nH]c3=O)[nH]c2c1	-8	1	3	-1	-14	1	-1	1	0	-0.3
CCCCN(Cc1ccco1)S(=O)(=O)c1c[nH]c(C(=O)OC)c1	-2	0	15	2	-9	0	-1	0	1	0.2
COCCNC(=O)CN1CCC(n2c(C)nc3cc(C(F)(F)F)ccc32)CC1	-3	10	0	5	-1	-7	1	2	-5	-0.6
COc1ccc(Cn2ccc3ccc(-c4ccc5ccn(Cc6ccccc6C)c5c4)cc32)cc1	/	0	6	5	/	-15	-65	-3	-32	-0.6
Cc1ccc(S(=O)(=O)CC(N)=O)cc1	-1	-5	-3	6	6	-7	-4	-4	-1	0.1
Cn1c(SCc2ccc(C(=O)Nc3nccs3)cc2)nnc1-c1ccccc1	0	-5	10	2	-4	-5	-1	3	-8	0.1
Cc1cccc(C)c1NC(=O)CN1CCN(C/C=C/c2ccccc2)CC1	4	2	-2	-4	11	1	-1	7	-1	-0.5
CCc1ccc(Nc2n[n+](-c3ccccc3)c(-c3c(Cl)cccc3Cl)s2)cc1	-9	-9	-1	-2	3	8	5	-2	15	0.4
COc1ccccc1NC(=O)C1=C(C)Nc2nc(-c3ccc(N(C)C)cc3)nn2C1c1ccncc1 (stereo unspecified)	-3	-3	-7	0	-11	-4	-16	0	-2	3.1
OCC1(Cc2ccc(Cl)cc2)CCN(CCCc2ccccc2)CC1	-6	1	-6	0	-3	-1	-1	-3	4	-0.3
O=[N+]([O-])c1ccc(-c2nc(-c3ccncc3)no2)cc1	-2	-1	2	1	1	-6	-1	-1	-12	0.1
O=S(=O)(CC1NCCc2ccccc21)NCc1ccccc1 (stereo unspecified)	/	2	-1	-6	/	0	-2	1	4	-0.2
CCn1c(C(C)NC(C)=O)nc2ccccc21 (stereo unspecified)	-8	3	4	-7	-5	-6	-3	0	-12	-0.1
CCc1nnc(NC(=O)CN2CCN(c3ccccc3F)CC2)s1	12	-1	6	-7	-2	-2	4	3	2	0.5
Cc1ccc(C(=O)N[C@@H](C)CN2C3=NC[C@H](C(C)C)N3C[C@H]2Cc2ccc(O)cc2)cc1Br	-2	-4	-1	5	26*	-2	3	-2	5	0.1
O=c1c2ccccc2nc(-c2ccco2)n1/N=C/c1ccccc1O	12	-3	15	2	-2	-3	-5	-3	-1	0.0
CCOC(=O)N1CCN(C(=O)C[C@H]2C[C@@]3(C(=O)OC)C(=C[C@H](C(C)C)O[C@@H]3C3CC3)N(Cc3cccc4ccccc34)C2=O)CC1	/	-1	1	1	/	-1	2	-4	-2	-0.7
COc1ccc(NC(=O)C2CCN(Cc3cnn(-c4ccccc4)c3-n3cccc3)CC2)cc1OC	-6	4	-11	-5	1	7	0	5	-2	0.0
CC(NC(=O)C1CCN(c2nnc(-n3cccc3)s2)CC1)C12CC3CC(CC(C3)C1)C2 (stereo unspecified)	3	-2	-7	1	-7	-7	2	-2	-4	0.1
CC1CCCC(NC(=O)Nc2cccs2)C1C (stereo unspecified)	-3	-5	0	-9	7	1	-8	-4	-4	-0.5
COc1ccc(N(CC(=O)Nc2cccc(C)c2)S(=O)(=O)c2c(C)noc2C)cc1	8	-7	-6	6	-5	1	2	-5	11	-0.1
O=C(CSc1nnc(CN2CCOCC2)n1-c1ccc(Cl)cc1)N1CCc2ccccc21	2	-6	-9	-7	-9	-2	-2	3	-5	0.3
COCCn1c(C)cc(C(=O)COC(=O)c2ccc([N+](=O)[O-])o2)c1C	-2	3	2	-6	0	2	0	5	4	0.1
Cn1c(SCC(=O)N2CCCc3ccccc32)nnc1-c1c[nH]c2ccccc12	-1	-2	-1	-10	3	-1	4	0	8	-0.1
COCC(=O)Nc1c(C(=O)Nc2ccc3c(c2)OCCO3)oc2ccccc12	-1	-3	2	2	11	-7	-4	-3	-5	0.5
Cc1ccc(N(C(=O)c2ccc(S(=O)(=O)N(C)C)cc2)C2C=CS(=O)(=O)C2)cc1 (stereo unspecified)	1	-4	17	1	-3	-2	0	-2	-10	-0.5
c1ccc(N2CCN(c3nc4cc5c(cc4s3)OCCO5)CC2)cc1	9	-6	3	0	2	-1	0	-1	-2	-0.9
Cc1ccc(S(=O)(=O)Nc2nc3cc(C)c(C)cc3[nH]2)cc1	-8	5	8	11	-3	-2	1	-1	4	-0.3
O=c1nc(-c2ccccc2Cl)c2cc(F)ccc2[nH]1	2	-6	1	0	-8	-292	-324	1	i	19*
Cc1nn(-c2ccc(F)cc2)c(Cl)c1/C=C1\C(=O)Nc2ccccc21	4	-1	1	-4	-4	0	0	-4	1	0.0
CC1Sc2ccc(S(=O)(=O)CCC(=O)NC3CCCCCC3)cc2NC1=O (stereo unspecified)	-1	5	-11	0	-2	-5	1	-6	2	0.7
O=C(NNC(=O)C1C2CCC(C2)C1C(=O)O)c1cccc(Cl)c1 (stereo unspecified)	-1	-4	1	1	4	0	3	0	0	-0.5
COc1ccccc1N1CCN(C(=O)/C=C/c2ccc(C)cc2)CC1	2	-2	7	-7	-2	0	1	1	3	0.3
Cc1ccc(C(=O)NNC(=O)c2ccc(NS(=O)(=O)c3cccs3)cc2)s1	-2	6	1	0	-11	-3	1	-1	-11	-0.3

3 of these compounds, reformatted:
ASAP1 GAP inh	Tn6 DDE FP	TDP2 inh	DDE Tn7 FP inh	ARFGAP1 inhibitor	ADAM17 inh	PLC-gamma1 inh	LEDGF integ inh	ADAM10 inh	KLK7 zymogen act	Structure
-3	-5	0	-9	7	1	-8	-4	-4	-0.5	CC1CCCC(NC(=O)Nc2cccs2)C1C (stereo unspecified)
8	-7	-6	6	-5	1	2	-5	11	-0.1	COc1ccc(N(CC(=O)Nc2cccc(C)c2)S(=O)(=O)c2c(C)noc2C)cc1
2	-6	-9	-7	-9	-2	-2	3	-5	0.3	O=C(CSc1nnc(CN2CCOCC2)n1-c1ccc(Cl)cc1)N1CCc2ccccc21

Screens as filed in PubChem BioAssay.
